Compound activity deposited in PubChem BioAssay by several laboratories.
NPR2 activator: human GC-B receptor activators, primary screen, HEK293 GC-B cells, cGMP TR-FRET, EC30 CNP; activation, % at 10 µM; AID 1920062, 2024; 0% at EC30 CNP, 100% saturating CNP; Atrial natriuretic peptide receptor 2 (Homo sapiens), P20594; 0.11% of 370,000 active;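 active = activation at 10 µM reaching about 35% in either raw or pattern-adjusted values, limit read from the data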
ADAM10 inh: human ADAM10 inhibitors, primary screen, biochemical, QFRET, HTS; Disintegrin and metalloproteinase domain-containing protein 10 (Homo sapiens), O14672; recombinant ADAM10, EDANS/DABCYL FRET peptide cleavage, 3 h; inhibition, % at 7 µM; 0.62% of 370,000 active; AID 720582, 2013;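 active = inhibition above a per-campaign cutoff equal to the mean of compounds falling between control-based bounds plus 3 SD, cut at about 20% in these data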;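 note: 0% = DMSO wells while the 100% control is not disclosed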
Target sequence (O14672 214-748 limits assumed): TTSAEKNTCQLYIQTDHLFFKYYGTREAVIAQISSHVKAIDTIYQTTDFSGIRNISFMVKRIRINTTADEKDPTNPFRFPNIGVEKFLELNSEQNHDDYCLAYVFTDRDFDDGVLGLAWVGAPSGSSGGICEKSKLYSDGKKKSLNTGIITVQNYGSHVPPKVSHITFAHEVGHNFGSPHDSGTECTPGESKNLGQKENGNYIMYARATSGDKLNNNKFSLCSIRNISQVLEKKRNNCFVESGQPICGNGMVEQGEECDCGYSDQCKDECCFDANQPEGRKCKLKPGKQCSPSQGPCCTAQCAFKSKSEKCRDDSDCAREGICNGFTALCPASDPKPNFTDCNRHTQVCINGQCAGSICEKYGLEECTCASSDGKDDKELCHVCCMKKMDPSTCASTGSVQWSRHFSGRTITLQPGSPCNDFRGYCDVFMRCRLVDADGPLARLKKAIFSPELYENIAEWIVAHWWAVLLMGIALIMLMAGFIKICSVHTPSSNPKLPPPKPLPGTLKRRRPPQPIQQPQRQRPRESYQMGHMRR
ssDAF12 agonist: S. stercoralis DAF-12 nuclear receptor activators, primary screen, cell-based, luminescence, HEK293, GRIP1 co-expression, lit1-tk-luc; Nuclear hormone receptor DAF-12 (Strongyloides stercoralis); HEK293 ssDAF-12/GRIP1 lit1-tk-luc reporter; % of 3 µM dafachronic acid response; activation, % at 6.8 µM; 1% of 370,000 active; AID 652126, 2013;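 active = activation above the mean over all tested compounds plus 3 SD, cut at about 0.9% in these data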;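 note: 0% = DMSO-only wells and 100% = 3 µM delta7-dafachronic acid wells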
DAX1 inh-1: DAX1 (NR0B1) inhibitors on StAR promoter, primary screen, cell-based, luminescence, SF-1 (NR5A1), full-length DAX-1 | HEK293T StAR-luciferase reporter, SF-1/DAX-1 repression relief | inhibition, % at 6.8 µM | 1.1% of 370,000 active | AID 652010, 2013;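 active = inhibition above the mean over all tested compounds plus 3 SD, cut at about 3.6% in these data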;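 note: 0% = DAX-1 cells with DMSO and 100% = cells lacking DAX-1 with DMSO; higher inhibition means more luminescence from relief of DAX-1 repression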
hgDAF-12 ag: H. glycines DAF-12 receptor agonists, primary screen, cell-based, luminescence, HEK293, GAL4 fusion, UAS-luciferase. HEK293 GAL4-hgDAF12 UAS-luciferase reporter, agonist luminescence; normalized to butyrate control. Nuclear hormone receptor DAF-12 (Heterodera glycines), GAL4 fusion. 1.8% of 370,000 active. AID 687014, 2013. activation, % at 6.8 µM;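 active = activation above a cutoff set at the mean of all screened compounds plus 3 SD, cut at about 10% in these data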;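 note: 0% = DMSO wells and 100% = sodium butyrate wells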
DAX1 inh-2: DAX1 (NR0B1) inhibitors, primary screen, cell-based, HEK293, Gal4-DAX1, luciferase luminescence. Nuclear receptor subfamily 0 group B member 1 (Homo sapiens), P51843. HEK293 Gal4-DAX1 luciferase reporter. inhibition, % at 6.75 µM. 0.99% of 340,000 active. AID 504766, 2011;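 active = inhibition above the mean over all tested compounds plus 3 SD, cut at about 4.2% in these data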;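 note: 0% = DAX1-transfected cells with DMSO and 100% = empty-vector control cells with DMSO; inhibition shows as a rise in luminescence from relieved DAX1 repression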
Target sequence (P51843 207-470 limits assumed): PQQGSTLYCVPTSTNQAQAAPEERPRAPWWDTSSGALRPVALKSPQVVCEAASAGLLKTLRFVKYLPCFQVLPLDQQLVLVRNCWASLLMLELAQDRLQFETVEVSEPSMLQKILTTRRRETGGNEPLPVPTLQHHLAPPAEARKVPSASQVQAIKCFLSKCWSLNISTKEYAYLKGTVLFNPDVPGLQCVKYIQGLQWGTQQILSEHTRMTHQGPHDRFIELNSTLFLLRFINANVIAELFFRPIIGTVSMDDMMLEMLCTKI
sPLA2-III inh: human group III sPLA2 inhibitors, primary screen, biochemical, QFRET, BODIPY PC-A2 liposome substrate | 0.56% of 370,000 active | inhibition, % at 12.2 µM | AID 743126, 2013 | QFRET BODIPY PC-A2 liposome hydrolysis, fluorescence | Group 3 secretory phospholipase A2 (Homo sapiens), Q9NZ20;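 active = inhibition above mean plus 3 SD of compounds lying within the high and low control bounds, cut at about 19% in these data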;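 note: 0% = median of test compound wells and 100% = no enzyme DMSO wells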
NPR1 activator: GC-A stimulated cGMP production enhancers – HEK293 GC-A cells, cGMP TR-FRET, EC30 ANP, primary screen | 0% at EC30 ANP, 100% saturating ANP | activation, % at 10 µM | 0.14% of 370,000 active | AID 1671463, 2021; in the data active = activation above about 40%
SMARCA2 activ: SMARCA2 (BRM) function activators, primary screen, cell-based, luminescence, high throughput. activation, % at 9.1 µM. 1% of 370,000 active. MG213 cells, MMTV-luciferase reporter, dexamethasone, overnight; in the data active = activation above about 7.8%;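 note: 0% = vehicle wells and 100% = reference activator wells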
GAA850 FXN act: FXN promoter activators, primary screen, cell-based, luciferase luminescence, HEK293 lucGAA850. HEK293 lucGAA850 FXN promoter luciferase reporter, 24 h; percent of 10 µM SAHA response. activation, % at 6 µM. 0.56% of 360,000 active. AID 540364, 2011;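 active = activation above the average of all compounds screened plus 3 SD, cutoff fixed separately per campaign, cut at about 7.5% in these data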;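 note: 0% = DMSO wells and 100% = 10 µM SAHA wells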
hcDAF12 agonist: H. contortus DAF-12 nuclear receptor activators, primary screen, cell-based, luminescence, HEK293, lit1-tk-luc reporter; HEK293 hcDAF-12 lit1-tk-luc reporter; 0% DMSO, 100% Δ7-dafachronic acid; activation, % at 6.8 µM; 1.4% of 370,000 active; AID 652067, 2013;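 active = activation above the mean of all tested compounds plus 3 SD, cut at about 5.5% in these data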;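 note: 100% = response to 3 µM Δ7-dafachronic acid high control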
Numbers without * were called inactive; · = no result given.

Results follow in this order: NPR2 activator	ADAM10 inh	ssDAF12 agonist	DAX1 inh-1	hgDAF-12 ag	DAX1 inh-2	sPLA2-III inh	NPR1 activator	SMARCA2 activ	GAA850 FXN act	hcDAF12 agonist
#1 CC(C)N(C(=O)[C@H]1C[C@H](CC(=O)NCCN2CCOCC2)C(=O)N2CCc3c([nH]c4cc(CCC(=O)N(C)C)ccc34)[C@]12C)C(C)C
→ 5	-10	-0.8	-0.4	0.1	-0.5	9	3	-6	-0.7	0.1
#2 COc1ccc(C(=O)N(C)Cc2cnn(Cc3ccccc3)c2)cc1S(=O)(=O)N1CCOCC1
→ 12	3	-1.0	-3.5	-0.7	-1.5	0	0	3	-1.1	0.1
#3 CN(C(=O)c1ccncc1)c1ccccc1
→ 1	1	-0.6	-0.3	-1.4	0.6	2	2	-2	0.7	-0.7
#4 Cc1cccn2c(=O)nc(SCC(=O)N3N=C(c4cccs4)CC3c3ccc(F)cc3)nc12 (centres undefined)
→ -1	-7	-0.5	-0.3	-2.1	-0.7	4	1	-1	-1.4	0.6
#5 O=C(CCc1nc2ccccc2c(=O)[nH]1)Nc1cccc(S(=O)(=O)N2CCOCC2)c1
→ -5	-3	-1.3	-0.2	-2.1	-0.7	-8	-2	-1	0.8	1.1
#6 O=C(/C=C/c1ccccc1Cl)N(Cc1ccccc1)C1CCS(=O)(=O)C1 (centres undefined)
→ -14	2	-1.5	-0.7	-3.2	-0.9	-2	-24	-3	0.5	-3.1
#7 Cc1ccc(S(=O)(=O)N2CCCCC2)cc1NC(=O)c1cc(F)c(F)c(F)c1F
→ 1	3	-0.6	-5.1	5.4	-0.3	-2	-7	0	-2.2	-0.7
#8 COc1ccc(S(=O)(=O)n2c(C)nc3ccccc32)cc1C
→ 3	-7	0.1	0.5	12*	-0.1	-4	3	4	1.0	4.1
#9 COc1cc(C(=O)Nc2nnc(C(F)(F)F)s2)c([N+](=O)[O-])cc1OC
→ -7	4	-1.2	-0.3	-2.3	0.5	11	-3	5	-1.1	-0.8
#10 CCOC(=O)N1CCN(CC(=O)Nc2ccc(OC)cc2)CC1
→ 1	-7	-1.3	-0.6	0.0	-0.9	7	0	-3	0.3	-0.7
#11 COc1ccc(C(=O)c2ccc([N+](=O)[O-])cc2)c(OC)c1OC
→ 2	5	-0.7	-0.1	-3.0	0.3	4	2	-2	0.1	0.6
#12 CCOC(=O)N1CCN(S(=O)(=O)c2ccc(OCC(=O)OC)c(C)c2)CC1
→ 5	-1	-0.8	-0.8	-0.2	-1.1	-2	1	-4	-0.5	-2.2
#13 O=C1NC(=S)SC1=Cc1ccccc1Br
→ 1	2	-1.2	-0.9	3.1	0.2	-21	-1	-5	0.1	-0.9
#14 CCN(CC)C(=O)Cn1c2ccccc2c2nc3n(c(=O)c21)CCS3
→ 4	-155	-0.5	·	-1.6	·	7	2	·	·	-0.1
#15 CCCn1cc(CN2CCC(Cc3ccccc3)(C(=O)OCC)CC2)c(C)n1
→ 1	-5	-1.6	-0.4	-0.8	-0.6	5	-4	2	-2.6	-1.5
#16 Cc1cc(SCC(=O)NCC2CCCO2)nc2ccccc12 (centres undefined)
→ 3	-5	-0.2	-0.6	-2.7	0.3	-9	3	-1	1.2	-0.5
#17 CN(C)CCCN(C(=O)c1ccc2c(c1)OCCO2)c1nc2cc3c(cc2s1)OCO3
→ -6	-6	-1.5	3.1	2.3	-0.1	1	-5	-2	-1.7	0.8
#18 COc1ccc(Br)cc1CN(C)C(=O)c1ccccc1OCc1c(C)noc1C
→ -6	-16	-0.7	-0.2	-0.7	-0.1	3	-13	-2	-0.7	-2.0
#19 COCc1cccc(C(=O)NC(c2ccccc2)c2ccccc2)c1
→ -4	12	-0.8	-0.3	-0.5	0.7	-1	-9	-2	-1.8	-1.5
#20 Cc1cccc(C(=O)N[C@H](C(=O)OCc2cc(=O)n3c(n2)sc2ccccc23)C(C)C)c1
→ 7	-18	-1.7	-0.8	0.5	-1.4	-10	3	-3	0.6	-2.8
#21 O=C(CSc1ccc(Cl)cc1)NC1=NN(c2ccccc2)C(=O)C1
→ 1	-1	-0.5	0.0	-2.4	0.1	-3	0	0	1.2	-0.7
#22 O=C(NCc1cccnc1)c1cccc(S(=O)(=O)N2CCCC2)c1
→ 7	-11	-1.8	-0.3	-0.3	-1.0	9	-1	-3	0.0	-0.5
#23 COc1ccc(NC(=O)CSc2nc(C)cc(C)n2)cc1
→ -3	-8	-1.1	-0.8	-0.3	0.4	5	-2	-3	-0.6	-0.5
#24 O=C(c1ccco1)N1CCN(c2ncnc3scc(-c4ccc(F)cc4)c23)CC1
→ -7	1	-1.4	-0.5	-2.7	-0.8	2	-5	-2	2.7	-3.0
#25 Cc1ccc(CN(Cc2ccccc2)C(=S)NCC(=O)NCc2cccnc2)o1
→ -1	9	-1.2	-0.5	-1.8	-0.2	7	-1	-5	-1.7	0.3
#26 COc1ccccc1CNC(=O)C(Cc1ccccc1)NC(=O)c1ccccc1 (centres undefined)
→ -1	-3	-0.6	-0.6	-1.4	0.0	14	-3	-2	-1.2	-1.1
#27 O=C(CCNS(=O)(=O)c1ccc(Cl)cc1)Nc1ccncc1
→ -3	0	-1.1	0.1	1.4	-0.8	3	1	-3	1.6	0.9
#28 COc1cc(CCC(=O)Nc2cccc(C(F)(F)F)c2)cc(OC)c1OC
→ -2	10	-2.0	-0.1	-2.1	-1.0	2	2	3	1.0	-0.8
#29 CCOC(=O)N1CCC2(CC1)C(C#N)=C(N)Oc1c2c(C)nn1-c1cccc(Cl)c1
→ -7	8	-2.0	-0.1	0.1	-1.6	-42	-3	0	-2.0	-0.8
#30 O=C(O)CCC(NS(=O)(=O)c1ccc(-c2ccccc2)cc1)C(=O)O (centres undefined)
→ -1	-3	-1.0	0.5	-1.3	1.4	2	0	-8	-0.6	-1.3
#31 C/C(=N/NC(=O)CNC(=O)c1ccccn1)c1ccccc1
→ 4	1	-1.6	-0.7	1.1	-1.2	-1	0	0	1.3	0.6
#32 CCN(CC)CCCNC(=O)c1cn(C)c2ccc(S(=O)(=O)N(C)C)cc2c1=O
→ -3	1	-1.8	-0.6	0.2	0.3	6	8	-2	1.0	-2.1
#33 Cc1ccc(-c2nnn(CC(=O)N3CCCCC3)n2)cc1
→ 4	-4	-1.5	-0.1	-1.7	0.6	5	8	0	1.4	-0.7
#34 Cc1csc(SCC(=O)N(c2ccccc2)C(C)C)n1
→ -6	-2	-1.4	-0.1	-0.7	-1.5	1	1	3	1.0	-1.3
#35 O=C(COc1cccc(Br)c1)Nc1ccc(Cl)c(S(=O)(=O)N2CCOCC2)c1
→ 1	18	-1.4	-3.5	-3.7	-2.5	-30	3	-6	-2.6	-3.2
#36 Cc1c(Cl)c(C(=O)NNC(=S)NCc2ccco2)nn1C
→ 2	7	-1.1	0.4	1.9	-0.5	35*	4	-2	1.2	-1.0
#37 [N-]=[N+]=CC(=O)C(O)(c1ccccc1)C(Cl)c1ccccc1 (centres undefined)
→ -3	1	-0.9	-0.2	0.3	·	-12	-5	-1	-1.3	-0.9
#38 Cc1[nH]c(C)c(S(=O)(=O)NCc2ccc(Cl)cc2)c1C(=O)N1CCCC1
→ 8	-7	-0.8	-0.1	0.9	0.2	2	4	0	-0.9	-1.8
#39 c1ccc(-c2cn3c(n2)CCc2ccc4cccnc4c2-3)cc1
→ -6	-44	-0.9	-0.9	-0.2	-0.2	-4	-4	0	1.1	4.4
#40 Cc1ccc(-n2ncc3c(NCc4ccco4)ncnc32)c(C)c1
→ 3	-11	-1.1	0.1	0.0	0.3	-11	-1	-4	-1.3	-2.6
#41 COc1cccc(OC)c1C(=O)OCC(=O)NCC1CCCCC1
→ 2	-16	-1.4	0.3	-1.8	0.8	4	-1	2	-1.1	-1.6
#42 CCC(C(=O)NCc1ccco1)N(C(=O)CNS(=O)(=O)c1ccc(C)cc1)c1ccccc1F (centres undefined)
→ -3	-8	-1.7	-0.4	1.7	-0.3	-17	-6	-3	4.1	-1.7
#43 CCOc1ccc(Oc2c(/C=N/NC(C)=O)c(C)nn2-c2ccccc2)cc1
→ 25	-1	-1.4	-0.9	-3.0	-1.3	-3	25	0	4.4	-2.3
#44 COc1ccc(CN2CCN(c3ccccc3OC)CC2)c(OC)c1
→ -4	-8	-1.4	-0.2	-1.0	-0.8	-1	-2	0	0.4	-0.9
#45 O=c1c(-c2ccco2)[n+]([O-])c2ccccc2n1OCc1ccccc1F
→ -4	-22	-1.3	0.7	1.9	1.1	4	4	-1	-1.3	-1.2
#46 CCOC(=O)CSC(CC)C(=O)Nc1nnc(CC)s1 (centres undefined)
→ 3	-7	-0.6	0.4	4.3	1.8	5	4	0	-0.3	-1.4
#47 c1ccc2[nH]cnc2c1
→ 6	-8	-1.6	0.8	3.3	0.7	-1	4	6	-2.4	-0.1

An unsorted share of the library; 6.6% or so of the library scored in one or more.
